# Luc counter – counter-screen: inhibitors of Kinase-Glo firefly luciferase; Q27757; Kinase-Glo luciferase, ATP luminescence, 8 min; Potency, µM (titrated, usually from 38.3 µM), for the others: top-dose activity change, negative = inhibition, hits mostly inhibitors; 200,000 tested, 0.28% active; AID 1379; also: potency is read from the fitted curve at half-maximal effect; % is scaled to controls: 0 for no effect and ±100 for the full control effect; nearly all actives have a fitted effect of over 60% in size
#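 Inhibition of Kinase-Glo luciferase light generation was assessed at 10 uM ATP in pH 7.2 imidazole buffer, with luminescence measured after eight minutes at ambient temperature.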
# LMNA splice mod – changes lamin A minigene splicing in HeLa cells | HeLa LMNA splicing GFP/RFP minigene ratio, 48 h | Potency, µM (top dose mostly 46.1 µM), for inactives: at the top dose ratio change, negative = inhibition, most hits filed as inhibitors | 200,000 tested, 0.01% active | AID 1487; active = well fitted inhibition curve with a large enough effect in the signal ratio, with a control signal flat, not every such curve was filed as active; inconclusive = small, poorly fitted or top-dose-only effect, or effect the other way, or a change in a side signal; the % refers to the signal ratio; also: potency is read from the fitted curve at half-maximal effect; % is scaled to controls: 0 for no effect and ±100 for the full control effect
#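 S3 HeLa cells stably expressing lamin A-EGFP splicing minigene plus DsRed2, 600 cells/well, 48 h compound exposure at 37C. Laser-scanning cytometry; analysed as GFP (500-530 nm)/RFP (575-640 nm) total intensity ratio; 0.5% DMSO vehicle.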
# IMPase Li inh – cell-permeable IMPase inhibitors with lithium potentiation; CHO-M1 cells, IP1 TR-FRET (IP-One), carbachol + lithium; Potency, µM (doses to about 59.4 µM), for inactives: top-dose activity, negative = IMPase inhibition, hits mostly inhibitors; 210,000 tested, 0.35% active; AID 1457;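 also: IP1 builds up when IMPase is blocked and the TR-FRET signal falls; potency is read from the fitted curve at half-maximal effect; plate controls were basal vehicle for no effect and high inhibitor control for full effect; nearly all actives have a fitted effect of over 50% in size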
#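 Test compounds were applied to CHO-M1 cells previously cultured for 16–30 h at 2000 per well. A small lithium amount accompanied them; after 30 min at 37C, IP1 was quantified by TR-FRET.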
# SMN2 splice enh – SMN2 splice variant enhancement | 210,000 tested, 2.8% active | Potency, µM (titrated, usually from 46.1 µM), for the others: top-dose activity change, positive = activation, hits mostly activators | HEK293 SMN2-luciferase splicing reporter, luminescence, 30-36 h; also: potency is read from the fitted curve at half-maximal effect; % of control where 0% means no effect; nearly all actives have a fitted effect of over 55% in size
#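 HEK293 cells carry an SMN2 minigene-luciferase reporter in which exon 7 inclusion puts luciferase in frame. Cells were seeded at 2000 cells/well, attached for 10-12 hours, then exposed to compounds for 30-36 hours at 37C before ONE-Glo luminescence.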
# HTT ATP protect – cytoprotection in Huntington HTT-Q103 PC12 cell model. PC12 HTT-Q103 induced, cytoprotection, ATP luminescence, 40 h. Potency, µM (series often up to 56.4 µM), for inactives: cytoprotection (ATP increase), hits mostly activators. 230,000 tested, 0.14% active;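 also: potency is read from the fitted curve at half-maximal effect; % of control where 0% means no effect; nearly all actives have a fitted effect of over 45% in size; toxic huntingtin expression switched on by the ecdysone agonist tebufenozide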
#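 Readout: ATPlite luminescence (ATP level). Model: stable PC12, inducible Htt exon1 Q103-GFP. Inducer: tebufenozide, 100 nM final. Compounds: dose series. No G418 in medium.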
# CBFb-RUNX1 inh – CBF-beta/RUNX1 interaction disruption | Q01196+Q13951 | AlphaScreen CBFb-His/RUNX1-biotin binding, biochemical | 230,000 tested, under 10 active | AID 1477 | Potency, µM (series often up to 59.8 µM), without a hit: at the highest dose activity, negative = inhibition, most hits filed as inhibitors; also: % of control where 0% means no effect
# Target sequence (Q01196 whole entry, looked up): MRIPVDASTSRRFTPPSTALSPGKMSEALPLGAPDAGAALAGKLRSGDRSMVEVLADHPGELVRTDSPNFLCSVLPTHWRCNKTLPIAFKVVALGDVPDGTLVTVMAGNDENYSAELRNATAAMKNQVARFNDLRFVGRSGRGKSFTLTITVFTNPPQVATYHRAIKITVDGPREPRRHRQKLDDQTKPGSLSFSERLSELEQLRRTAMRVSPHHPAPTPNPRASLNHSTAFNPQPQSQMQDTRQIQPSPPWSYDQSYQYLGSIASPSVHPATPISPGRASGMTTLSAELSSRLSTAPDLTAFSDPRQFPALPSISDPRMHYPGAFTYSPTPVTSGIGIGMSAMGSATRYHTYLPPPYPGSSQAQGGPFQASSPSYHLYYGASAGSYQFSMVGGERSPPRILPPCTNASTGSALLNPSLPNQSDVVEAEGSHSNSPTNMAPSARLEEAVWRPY
# Target sequence (Q13951 whole entry, looked up): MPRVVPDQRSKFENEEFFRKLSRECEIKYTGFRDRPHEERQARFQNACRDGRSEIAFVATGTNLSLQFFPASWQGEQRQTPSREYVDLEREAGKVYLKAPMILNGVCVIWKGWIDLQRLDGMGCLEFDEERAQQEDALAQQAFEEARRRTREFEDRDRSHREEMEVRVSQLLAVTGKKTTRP
#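 Read-out: AlphaScreen. Format: His-CBF-beta with biotinylated RUNX1 (30 nM each) preincubated 20 min, compound 15 min, Ni-chelate plus streptavidin beads 90 min; room temperature throughout.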
# HttQ103 aggreg – reduces HttQ103-GFP aggregates in PC12 cells; Potency, µM (series often up to 46.1 µM), for the others: top-dose activity change, negative = inhibition, most hits filed as inhibitors; PC12 HttQ103-GFP aggregates, Acumen cytometry, 40 h; 220,000 tested, 1.1% active; also: potency is read from the fitted curve at half-maximal effect; % is scaled to controls: 0 for no effect and ±100 for the full control effect; nearly all actives have a fitted effect of over 60% in size
#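 Aggregate formation scored by laser-scanning cytometer (488 excitation, 500–530 emission) in lysed PC12 cells expressing Q103-GFP after 100 nM tebufenozide induction; library tested in dose series, with ATPLite reagent added in the multiplex.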
# Active calls of the source: *; ? = inconclusive; . = not tested or not shown; [ ] = dose if it differs, or a comment. Unless noted, calls follow the shape of the dose curve; as a rule, active = well fitted curve in the direction sought with a large enough effect; inconclusive = small, poorly fitted or top-dose-only effect, or another doubt; inactive = no such curve, though single readings can be large; an effect the other way counts as inactive or inconclusive.
Structure	Luc counter	LMNA splice mod	IMPase Li inh	SMN2 splice enh	HTT ATP protect	CBFb-RUNX1 inh	HttQ103 aggreg
COCCn1c(SCC(=O)NCc2ccccc2)nnc1-c1ccco1	1.8%	-3.0%	-0.5%	0.7%	4.8%[10 µM]	5.8%	-2.9%
O=c1[nH]c2ccsc2c(=O)n1-c1ccc(F)c(Cl)c1	0.3%	6.7%	-8.7%[38.3 µM]	13.7%	2.7%	1.4%	?
CC(C)NC(=O)c1cccc(C(F)(F)F)c1	-0.3%	-3.1%	1.5%[38.3 µM]	-7.1%	21.6%	2.8%	6.3%
O=C1C(C=NCCN2CCOCC2)=C(O)c2ccccc21	-7.3%	-3.8%	-3.8%	?	-4.5%[10 µM]	2.1%	2.6%
CCN(CC)S(=O)(=O)c1cccc(-c2n[nH]c(=S)n2CC(C)C)c1	.	.	-7.9%	.	-16.1%	-0.1%	16.6%
COc1ccc(CNc2ccc(C)cc2)cc1Br	-2.2%	-8.0%	3.0%	-65.6%[inhibitor]	2.4%[1.9 µM]	-4.0%	7.1%
CC(=O)N(c1cccc(C)c1)C1SC(=O)N(c2ccccc2)C1=O (stereo not given)	.	4.3%	.	.	-2.5%	6.9%	9.3%
COCCCNCCOCCOc1ccc(C)cc1[N+](=O)[O-]	-4.4%	3.3%	6.6%[38.3 µM]	11.5%	-11.9%	-2.7%	15.0%
O=C(CN(c1ccc(F)cc1)S(=O)(=O)c1ccccc1)Nc1ccccc1C(=O)O	2.7%	.	-5.8%	-8.4%	23.6%	2.4%	25.1%
Cc1cccc(-c2nc(Nc3ccc(N4CCOCC4)cc3)c3ccccc3n2)c1	-3.8%	?	16.2%	1.3%	7.0%[10 µM]	.	-8.9%
Cc1c(C(=O)N2CC3(CC(c4cccc(NC(=O)[C@H]5CCC(=O)N5)c4)=NO3)C[C@@H]2C(N)=O)cc([N+](=O)[O-])cc1[N+](=O)[O-] (stereo not given in full)	.	.	.	.	2.4%[10 µM]	?	-5.4%[9.22 µM]
O=C(CNC(=O)c1ccccc1Br)N/N=C/c1ccccc1O	3.5%	.	-0.3%	-64.4%[inhibitor]	-107.9%[inhibitor]	-12.2%	10µM*
CCOc1ccccc1Nc1nnc(SCC(=O)NC(=O)c2cccn2C)s1	-7.6%	5.7%	11.0%	?	7.7%[10 µM]	-0.6%	-19.2%
CC(Sc1nc(N2CCOCC2)nc(N2CCOCC2)n1)C(=O)Nc1ccccc1 (stereo not given)	0.8%	12.9%	-4.0%[38.3 µM]	-4.8%	-10.1%	-0.9%	11.6%[9.22 µM]
Cc1nc(SCc2ccc(Cl)cc2)ncc1C(=O)O	0.9%	.	-1.7%	4.4%	.	-0.3%	?
O=C(CCCN1C(=O)c2ccccc2C1=O)N1CCC(c2ccccc2)C1 (stereo not given)	-1.7%	7.7%	21.2%[38.3 µM]	-35.9%[inhibitor]	13.8%	1.5%	-16.4%
COc1ccc2[nH]cc(CCNc3ncncc3-c3ccc4c(c3)OCO4)c2c1	.	?	15.2%	.	?	.	.
COC(=O)[C@@H](NC(=O)NCc1ccccc1F)C(C)C	-5.8%	1.0%	26.7%[38.3 µM]	6.3%	5.7%	3.7%	2.0%
COc1cc(-n2c(C)nc3cc(C(=O)NCCN4CCOCC4)ccc32)cc(OC)c1OC	0.3%	-3.6%	-3.1%[38.3 µM]	1.7%	-6.6%	-3.2%	7.8%
CCOc1ccc(Br)cc1/C=N/NC(=O)c1ccncc1	0.7%	-11.0%	-6.0%	-6.0%	1.9%[10 µM]	5.7%	-9.3%
O=C(OCCN1CCCC1=O)c1cncc(Br)c1	-1.8%	-4.8%	-2.6%[38.3 µM]	-21.5%	-14.1%	-0.1%	-15.8%
O=C(O)c1ccc(N/N=C/c2cn(Cc3ccccc3F)c3ccccc23)cc1	.	.	.	.	-15.7%[10 µM]	-18.2%	-22.8%[9.22 µM]
CC(=O)OCC(=O)N1CCN(c2ccc([N+](=O)[O-])cc2)CC1	3.2%	-2.2%	-8.6%	-9.7%	-1.1%[10 µM]	2.0%	5.0%
COc1ccc(N=c2oc3cc(O)ccc3cc2C(=O)Nc2ccccn2)cc1OC	-3.2%	.	10.3%	-5.5%	.	-2.6%	7.5%
COc1ccc(CCNC(=O)C2CCN(c3nccc(C)n3)CC2)cc1	0.1%	6.8%[46 µM]	2.7%	1.2%	11.5%[10 µM]	-1.9%	3.7%[9.22 µM]
Cc1ccc(CSCC(=O)Nc2c(C)n(C)n(-c3ccccc3)c2=O)cc1	2.7%	3.9%	-2.9%	-3.6%	-4.8%[0.074 µM]	0.9%	10.6%
Cc1nnc(SCc2ccc(C(=O)O)cc2)s1	-1.3%	22.6%	35.6%[activator][38.3 µM]	-7.7%	-10.6%	1.5%	13.2%
COC(=O)[C@@]1(Cc2ccc(F)cc2)[C@H]2c3cc(C(=O)N4CCCC4)n(Cc4ccc(OC(F)(F)F)cc4)c3C[C@H]2CN1C(=O)c1ccccc1	-0.5%	.	3.6%	-62.1%[inhibitor]	-40.5%[inhibitor]	-4.7%	.
Cc1ccccc1CN(C)C(C)C(=O)Nc1ccccc1F (stereo not given)	-1.5%	.	14.7%	-24.1%	-21.0%	15.8%	-6.8%
Cc1cc(C)n(CC(=O)N/N=C/c2ccco2)n1	-0.4%	-8.3%	7.5%[38.3 µM]	-23.2%	-4.6%	1.4%	1.7%
COc1ccc(CC(=O)NNC(=S)NCC2CC2)cc1OC	.	.	.	.	13.7%[10 µM]	7.4%	-14.0%[9.22 µM]
CCOC(=O)C1(C(=O)OCC)C(c2ccccc2)CC(O)N1C(C)=O (stereo not given)	3.6%	.	-9.1%	-12.2%	-10.1%	4.6%	-1.6%
O=C(Nc1ccc(S(=O)(=O)Nc2ncccn2)cc1)c1ccc(F)c(S(=O)(=O)N2CCOCC2)c1	.	.	.	.	10.7%[10 µM]	7.0%	19.5%[9.22 µM]
COc1ccccc1Nc1nnc(Cc2ccccc2)c(=O)[nH]1	0.7%	?	-8.1%	-20.0%	-11.0%	-7.1%	-19.7%
CN(CCc1cn[nH]c1)C(=O)CC1C(=O)NCCN1Cc1ccccc1C(F)(F)F (stereo not given)	-0.4%	.	0.4%	.	22.0%[10 µM]	2.7%	-0.3%[9.22 µM]
COc1ccccc1-n1c(=O)c(C#N)c(-c2ccc([N+](=O)[O-])cc2)c2cc(C(=O)c3cc(F)ccc3O)cnc21	0.6%	?	-0.8%	-3.7%	13.1%[10 µM]	-24.6%	23.9%
Cc1noc(C)c1-c1nc(CS(=O)(=O)c2ccc(Cl)cc2)no1	.	12.7%[46 µM]	.	.	-0.8%[10 µM]	-2.7%	-1.5%[9.22 µM]
CCCOC(=O)CSC1=C(C#N)C(c2ccccc2OC)C(C#N)C(=O)N1 (stereo not given)	1.4%	-9.6%	24.4%[38.3 µM]	-8.4%	-18.6%	-6.4%	?
CN(C)/C=N/c1c(C#N)cnn1-c1ncnc2sc(-c3ccccc3)cc12	.	?	.	.	-11.2%[10 µM]	6.2%	-21.8%
CC(C)Sc1nc2c([nH]1)c(=N)ncn2Cc1ccccc1	0.4%	.	-3.4%	2.3%	7.8%	-10.2%	?
O=C(NC1CCCCC1)c1ccc(CS(=O)(=O)Cc2ccccc2F)o1	-3.9%	-12.4%	-0.8%	10µM*	22.4%[10 µM]	1.0%	4.1%
OCCNc1nc(-c2ccccc2)nc2ccccc12	2.0%	-1.0%[9.22 µM]	-2.0%	-8.5%	-31.9%[inhibitor]	8.6%	-2.4%
CCc1ccc(-n2nc3ccc(NC(=O)c4ccc5c(c4)OCO5)cc3n2)cc1	2.1%	7.6%	-2.8%[38.3 µM]	-14.3%	1.8%	3.2%	27.8%[9.22 µM]
O=C(NCc1ccc(Cl)cc1)c1cnccn1	3.2%	-1.7%	-19.4%[38.3 µM]	-5.0%	-5.5%	1.9%	3.2%
Cc1ccc(-c2csc(NC(=O)Cc3cccs3)n2)cc1C	2.6%	5.5%	20.3%[38.3 µM]	-12.8%	6.5%	-2.4%	15.7%[9.22 µM]
Cc1ccc(SCC(=O)NC(=O)NCCC(C)C)c(C)c1	2.0%	0.3%[46 µM]	6.7%	-7.5%	4.3%	3.9%	-5.4%
O=C1C2CCCN2C(c2ccc(F)cc2)N1c1ccc(Cl)cc1 (stereo not given)	-3.7%	?	18.3%[38.3 µM]	?	-33.6%	-0.7%	2.1%
COc1cccc(-c2nnc(SCC(=O)N(C(C)C)C(C)C)o2)c1	5.3%	-4.1%	45.0%[activator][38.3 µM]	9.8%	-9.4%	2.3%	-30.2%
Clc1ccc2oc3c(Cl)ncnc3c2c1	-3.3%	?	-18.2%	8.6%	13.4%[10 µM]	-5.1%	5.5%
CCOC(=O)C1=C(C)N=c2s/c(=C\c3cc(OC)c(OC)c(OC)c3)c(=O)n2C1/C=C/c1ccccc1 (stereo not given)	1.4%	-0.9%	5.6%	22.6%	42.0%[10 µM]	-3.8%	?
Cn1nc(C(F)(F)F)c(-c2ccccc2)c1NC(=O)c1cccnc1	.	?	.	.	-3.8%[10 µM]	16.4%	-18.7%[9.22 µM]
N#Cc1cc(Oc2cccc3cccnc23)c(-n2nnc3ccccc32)cc1C#N	.	?	.	.	-11.3%	-1.8%	-6.6%
O=c1c(Cl)c(NCCCO)cnn1-c1nc2ccccc2[nH]1	11.2µM*	?	-27.8%[38.3 µM]	?	-103.8%[inhibitor]	-1.3%	?

# A draw from above in order of molecular weight, descending:
Structure	Luc counter	LMNA splice mod	IMPase Li inh	SMN2 splice enh	HTT ATP protect	CBFb-RUNX1 inh	HttQ103 aggreg
COc1ccccc1-n1c(=O)c(C#N)c(-c2ccc([N+](=O)[O-])cc2)c2cc(C(=O)c3cc(F)ccc3O)cnc21	0.6%	?	-0.8%	-3.7%	13.1%[10 µM]	-24.6%	23.9%
CCOC(=O)C1(C(=O)OCC)C(c2ccccc2)CC(O)N1C(C)=O (stereo not given)	3.6%	.	-9.1%	-12.2%	-10.1%	4.6%	-1.6%
COc1ccccc1Nc1nnc(Cc2ccccc2)c(=O)[nH]1	0.7%	?	-8.1%	-20.0%	-11.0%	-7.1%	-19.7%

# Screening data as filed in PubChem.
